Assay outcomes (PubChem)
APOBEC3A inh: human APOBEC3A DNA deaminase inhibition | P31941 | AID 493011 | recombinant A3A, FAM/TAMRA ssDNA deamination fluorescence | actives 0.41% (n = 330,000) | inhibition, % at 20 µM;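 active = at least 40% inhibition at 20 µM here, with at most 30% in a related deaminase screen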;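 note: plate controls were A3A with DMSO for no effect and wells lacking A3A enzyme for full effect; some results filed as inactive read as strong as hits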
Target sequence (P31941 whole entry, looked up): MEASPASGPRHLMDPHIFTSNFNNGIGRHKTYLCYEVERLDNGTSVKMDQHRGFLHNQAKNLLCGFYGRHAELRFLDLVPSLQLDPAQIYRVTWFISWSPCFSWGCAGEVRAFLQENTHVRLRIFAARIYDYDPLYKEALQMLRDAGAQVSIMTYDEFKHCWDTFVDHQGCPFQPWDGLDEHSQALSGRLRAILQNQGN
mIAP activ: mouse IAP activation; AID 2805; activation factor at 10 µM; muIAP, CDP-Star luminescence, 30 min; hits give high values; 1 = vehicle-only enzyme signal, 0 = enzyme-free wells; actives 0.24% (n = 330,000);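 active = activation factor of at least 2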; note: the source names both 10 and 20 µM as test concentration; values of inactives mirror those of a sister screen read the other way
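System: mouse IAP enzyme. Reagent: CDP-Star chemiluminescent phosphatase substrate. Benchmarks: DMSO wells, no-enzyme wells. Times: 30 min enzyme-substrate-compound incubation at room temperature. Detection: luminescence from enzymatic CDP-Star hydrolysis. Doses: test compounds delivered from DMSO solution.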
MIN6 prolif: induces beta-cell replication in MIN6 cells; MIN6 cells proliferation, ATPlite luminescence, 48 h; cells starved in 0.2% serum; 100% = growth in 10% serum; proliferation, % at 10 µM; actives 0.29% (n = 330,000); AID 2380;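 active = compounds whose signal lies at least 3.5 SD above the mean of all wells on their plate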;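 note: 0% = DMSO-treated cells in low-serum medium and 100% = 10% serum control; some compounds called inactive have numbers as strong as hits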
hIAP act: increases human intestinal alkaline phosphatase activity | P09923 | purified human IAP, CDP-Star luminescence, 30 min; hits give high values; 1 = vehicle-only enzyme, 0 = enzyme-free background | activation factor at 10 µM | actives 0.16% (n = 330,000);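 active = activation factor of the enzyme at least 2-fold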; note: the source names both 10 and 20 µM as test concentration; values of inactives mirror those of a sister screen read the other way
Target sequence (P09923 whole entry, looked up): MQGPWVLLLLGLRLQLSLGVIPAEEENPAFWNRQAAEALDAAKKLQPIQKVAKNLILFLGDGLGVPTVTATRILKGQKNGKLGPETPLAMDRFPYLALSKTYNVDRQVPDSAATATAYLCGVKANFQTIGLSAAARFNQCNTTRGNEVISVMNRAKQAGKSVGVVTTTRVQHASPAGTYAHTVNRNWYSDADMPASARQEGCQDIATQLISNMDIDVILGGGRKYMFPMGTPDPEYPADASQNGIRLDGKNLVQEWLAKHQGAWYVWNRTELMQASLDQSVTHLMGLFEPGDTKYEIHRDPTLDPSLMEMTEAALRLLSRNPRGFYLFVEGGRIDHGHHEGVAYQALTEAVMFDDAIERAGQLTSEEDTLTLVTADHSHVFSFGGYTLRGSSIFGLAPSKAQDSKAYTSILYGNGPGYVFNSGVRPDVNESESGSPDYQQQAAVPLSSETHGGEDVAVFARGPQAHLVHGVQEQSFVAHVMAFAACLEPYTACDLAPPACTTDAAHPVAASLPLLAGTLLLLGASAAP
SENP1 inh: blocks the human SENP1 SUMO protease catalytic domain. AID 624204. Q9P0U3. recombinant SENP1 catalytic domain, CyPet-SUMO1-YPet FRET cleavage. inhibition, % at 10 µM. actives 0.21% (n = 360,000);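 active = inhibition at least 30% at 10 µM, raw YFP signal under a set limit, fluorescence ratio 0.5 to 1.5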;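 note: 0% = enzyme with DMSO and 100% = no enzyme wells; some results filed as inactive read as strong as hits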
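system = hSENP1 catalytic domain, recombinant | reagent = SFCypet-SUMO1-SFYpet substrate at 25 nM | doses = one dose per compound, 10 µM, 0.5% DMSO | incubation = enzyme reaction for 50 min at room temperature, dark | measured by = FRET, CFP and YFP emission | controls = no-enzyme low, enzyme-DMSO high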
APOBEC3G inh: blocks human APOBEC3G single-stranded DNA deamination | recombinant A3G, ssDNA deamination FAM/TAMRA fluorescence | inhibition, % at 20 µM | actives 0.28% (n = 330,000) | AID 493012;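 active = inhibition of at least 40% at 20 µM, with no more than 30% in the related APOBEC3A deaminase screen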;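 note: plate controls were DMSO wells with A3G for no effect and wells lacking A3G enzyme for full effect; some compounds called inactive have numbers as strong as hits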
Target sequence (Q9HC16 whole entry, looked up): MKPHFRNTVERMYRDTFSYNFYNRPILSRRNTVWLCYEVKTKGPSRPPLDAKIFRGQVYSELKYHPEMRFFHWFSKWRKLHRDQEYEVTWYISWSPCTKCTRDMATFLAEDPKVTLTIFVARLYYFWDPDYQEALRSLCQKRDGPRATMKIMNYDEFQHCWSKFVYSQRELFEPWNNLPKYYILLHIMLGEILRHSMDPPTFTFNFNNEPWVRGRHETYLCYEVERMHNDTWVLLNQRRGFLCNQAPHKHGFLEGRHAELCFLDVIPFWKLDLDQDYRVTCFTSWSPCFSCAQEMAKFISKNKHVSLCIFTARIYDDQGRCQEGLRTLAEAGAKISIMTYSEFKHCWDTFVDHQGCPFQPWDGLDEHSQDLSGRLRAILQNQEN
mIAP inh: mouse IAP inhibition. purified mouse IAP, CDP-Star luminescence, 30 min. inhibition, % at 10 µM. actives 0.2% (n = 330,000);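 active = inhibition of at least 40% at 10 µM in the primary screen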;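 note: plate controls were DMSO with enzyme for no effect and no enzyme wells for full effect; values of inactives mirror those of a sister screen read the other way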
NLRP3 yeast inh: blocks the NALP3 inflammasome reconstituted in yeast; actives 0.39% (n = 330,000); inhibition, % at 10 µM; Yeast reconstituted NLRP3/ASC/caspase-1, beta-gal luminescence, 24 h;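 active = inhibition of 50% or more; inactive = inhibition below 50%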;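 note: plate controls were induced DMSO wells for no effect and uninduced yeast grown without galactose for full effect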
hIAP inh: human IAP inhibition. inhibition, % at 10 µM. purified IAP, CDP-Star luminescence, 30 min. P09923. actives 0.12% (n = 330,000);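 active = inhibition reaching a set limit with compound at 10 µM in the primary screen, cut at about 35% in these data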;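 note: plate controls were DMSO wells with enzyme for no effect and no-enzyme buffer wells for full effect; values of inactives mirror those of a sister screen read the other way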
Numbers without * were called inactive; x = no result given.

SMILES | APOBEC3A inh | mIAP activ | MIN6 prolif | hIAP act | SENP1 inh | APOBEC3G inh | mIAP inh | NLRP3 yeast inh | hIAP inh
O=S(=O)(c1ccc(N2CCCC2c2nc3ccccc3s2)nc1)N1CCOCC1 (configuration not stated) | -2 | 0.94 | 3 | 1 | 0 | -5 | 6 | -8 | -4
CCOC(=O)/C=C/C(=O)Nc1cccc([N+](=O)[O-])c1 | 4 | 1.1 | -7 | 1.1 | -3 | 40* | -5 | 2 | -14
COc1ccc(C2/C=C\CN(Cc3ccc(N(C)C)cc3)CC(=O)N2Cc2ccc(F)cc2)cc1 (configuration not stated) | -1 | 1.1 | -5 | 1 | 2 | -3 | -12 | 13 | -3
O=C(N/N=C/c1ccc(-c2ccc(S(=O)(=O)Nc3ncccn3)cc2)o1)c1cc2ccccc2cc1O | 21 | 0.65 | -4 | 1.1 | -12 | 38 | 35 | 8 | -14
O=C(CC1C(=O)NCCN1Cc1cccc(Oc2ccccc2)c1)NCCCn1cccn1 (configuration not stated) | -1 | 1 | -2 | 1.1 | -10 | -3 | -1 | 6 | -14
CC(C)(C)c1ccc(/C=N/NC(=O)C[n+]2ccccc2)cc1 | 3 | 1.1 | -1 | 1 | 1 | 6 | -8 | 11 | -4
COc1ccc2[nH]c(C(=O)Nc3ncc(C)cc3Br)cc2c1 | -2 | 0.94 | -2 | 0.94 | 1 | -5 | 6 | 21 | 6
CN(C(=O)Nc1ccc(Cl)c(Cl)c1)c1ccccc1C(=O)O | -3 | 1 | 2 | 1.1 | 0 | -4 | -4 | 4 | -6
CC1(C)CC(=O)C(CC2=C(O)CC(C)(C)CC2=O)C(=O)C1 | -4 | 1 | -1 | 0.99 | -2 | -4 | -5 | -18 | 1
CC1=NN(c2ccccc2)C(=O)/C1=C/c1cc2cc(C)ccc2nc1N1CCCCC1 | -2 | 0.88 | -4 | 0.89 | x | -5 | 12 | 30 | 11
COc1ccc(C)cc1S(=O)(=O)N(CC(=O)NCc1ccco1)c1ccc(C)cc1 | 0 | 1 | 1 | 1.1 | 2 | 0 | -5 | 18 | -8
CCN(CC)C(=O)COc1ccc(/C=C(\C#N)S(=O)(=O)c2ccccc2)cc1OC | -3 | 1 | 4 | 0.98 | 0 | -5 | -1 | 13 | 2
O=C(O)CNC(=O)c1ccc2c(c1)OCCO2 | -4 | 0.95 | -3 | 1 | 0 | -5 | 5 | 4 | 0
O=C(NCC1CCCO1)c1ccc2ccccc2n1 (configuration not stated) | -1 | 1 | -1 | 1 | 0 | 3 | 0 | 19 | -3
O=C(CN(Cc1ccco1)C(=O)Cn1nnc(-c2cccs2)n1)NCC1CCCO1 (configuration not stated) | -5 | 0.97 | -3 | 0.96 | -1 | -19 | 2 | 21 | 4
CCN1CCN(CC(=O)c2c(C)n(C)c3ccc(OC)cc23)CC1 | 3 | 0.94 | -1 | 1 | 2 | -5 | 6 | -1 | -4
CCOCCCN(C(=O)c1snc(C(N)=O)c1N)C(C(=O)NC1CCCC1)c1ccc(O)cc1 (configuration not stated) | 0 | 1 | -1 | 1 | -15 | -3 | 0 | 14 | -4
Cc1ccccc1-n1c(=O)cc(N2CCc3ccccc32)[nH]c1=O | -7 | 0.96 | -4 | 1 | -118 | -9 | 4 | -7 | 0
Cc1ccccc1OCC(=O)NNC(=O)c1ccc(-c2ccccc2)cc1 | -2 | 1 | -3 | 1 | 1 | -6 | -5 | 18 | -3
CCOc1ccc(NC(=O)C2CCCN(c3nc(C)cc(C)n3)C2)cc1 (configuration not stated) | -1 | 0.99 | 0 | 1.1 | 2 | -7 | 1 | 0 | -6

Four records drawn at random from the list so far, as already listed:
SMILES | APOBEC3A inh | mIAP activ | MIN6 prolif | hIAP act | SENP1 inh | APOBEC3G inh | mIAP inh | NLRP3 yeast inh | hIAP inh
O=C(CC1C(=O)NCCN1Cc1cccc(Oc2ccccc2)c1)NCCCn1cccn1 (configuration not stated) | -1 | 1 | -2 | 1.1 | -10 | -3 | -1 | 6 | -14
O=C(NCC1CCCO1)c1ccc2ccccc2n1 (configuration not stated) | -1 | 1 | -1 | 1 | 0 | 3 | 0 | 19 | -3
COc1ccc2[nH]c(C(=O)Nc3ncc(C)cc3Br)cc2c1 | -2 | 0.94 | -2 | 0.94 | 1 | -5 | 6 | 21 | 6
Cc1ccccc1OCC(=O)NNC(=O)c1ccc(-c2ccccc2)cc1 | -2 | 1 | -3 | 1 | 1 | -6 | -5 | 18 | -3

(next part)
SMILES | APOBEC3A inh | mIAP activ | MIN6 prolif | hIAP act | SENP1 inh | APOBEC3G inh | mIAP inh | NLRP3 yeast inh | hIAP inh
COc1ccc(S(=O)(=O)NCc2ccncc2)cc1NC(=O)c1ccc(Cl)cc1 | -6 | 0.97 | -2 | 1.2 | -2 | 0 | 3 | 3 | -18
O=C(CNS(=O)(=O)c1ccc(Cl)cc1)NNC(=O)c1cccnc1 | 2 | 0.74 | -5 | 1.3 | 1 | -6 | 26 | 0 | -31
Cc1ccc(/C=N/NC(=O)c2cc(-c3cccnc3)nc3ccccc23)cc1 | 1 | 0.91 | -3 | 0.86 | 1 | -5 | 9 | 15 | 14
Cc1nnc(SCC(=O)N(CC(C)C)c2c(N)n(Cc3ccccc3)c(=O)[nH]c2=O)n1N | 7 | 0.98 | 3 | 1.2 | 0 | -15 | 2 | 9 | -16
CCc1ccccc1Nc1ccc(C(=O)O)cc1N | -4 | 0.92 | -1 | 0.71 | -5 | -4 | 8 | 24 | 29
COCC(C)n1c(C)cc(C(=O)COC(=O)c2cccn2C)c1C (configuration not stated) | 0 | 1.1 | -4 | 1 | -3 | -2 | -8 | 6 | 0
CCNC(=S)NNC(=O)c1ccc(=O)n(Cc2ccccc2)c1 | 7 | 0.85 | -3 | 1.4 | 4 | -4 | 15 | 17 | -38
Cn1c(=O)c2c(nc(NCc3ccccc3)n2C)n(C)c1=O | -2 | 0.88 | 1 | 1.1 | 2 | -5 | 12 | 4 | -5
COc1ccc(CNC(=O)CCCn2c(SCC#N)nc3cc4c(cc3c2=O)OCO4)cc1 | -3 | 0.98 | 5 | 0.92 | 0 | -6 | 2 | -8 | 8
CN(C)C(=O)COC(=O)[C@H](Cc1ccccc1)NC(=O)c1ccco1 | 4 | 0.99 | -2 | 1 | 2 | 2 | 1 | 2 | -4
O=C(CNC(=O)c1ccccc1)NCC(=O)OCC(=O)c1ccc(F)cc1 | -1 | 0.93 | 0 | 0.97 | 3 | -5 | 7 | 7 | 3
C/C(=N\N=C(N)N)c1cc(Cl)ccc1Cl | -1 | 1 | -4 | 0.99 | 0 | -1 | 0 | -6 | 1
COc1cccc(-c2cc(C(=O)NCC3CCCO3)on2)c1 (configuration not stated) | -4 | 0.98 | -2 | 1.1 | -2 | -5 | 2 | -3 | -15
COC(=O)c1ccc(C(NC(=O)c2cccnc2)NC(=O)c2cccnc2)cc1 | 2 | 1 | -1 | 1.1 | 0 | -4 | 0 | 4 | -8
O=C(Cn1cc(C(=O)c2ccco2)c2ccccc21)NCc1ccco1 | 0 | 0.87 | -2 | 1 | -3 | 2 | 13 | 0 | -2
Cc1ccc(C)c(NC(=O)CN(C)C(=O)c2ccc(-c3ccc(Cl)cc3)o2)c1 | -2 | 0.98 | -5 | 1.1 | -2 | -9 | 2 | 8 | -10
CCOC(=O)N1CCC(n2c(SCC(=O)N3CCC(C)CC3)nc3ccccc3c2=O)CC1 | -5 | 1 | 3 | 1 | 0 | -5 | 0 | 13 | -4
CCOc1ccc(S(=O)(=O)NCc2ccccc2)cc1C(N)=O | -1 | 0.98 | -3 | 0.95 | 1 | -8 | 2 | -4 | 5
CCc1nnc(NC(=O)CSc2nnc(C(C)NC(=O)c3ccccc3F)n2C)s1 (configuration not stated) | -6 | 1 | -1 | 1.2 | 1 | -9 | -2 | -1 | -15
Cc1ccc(C(=O)C(O)C(c2ccc(C)cc2)N2CCCCC2)cc1 (configuration not stated) | 6 | 1.1 | -2 | 0.97 | -2 | 2 | -6 | 11 | 3

Shown as a hit in APOBEC3G inh (from the list above):
canonical_smiles	APOBEC3A inh	mIAP activ	hIAP act	SENP1 inh	APOBEC3G inh	mIAP inh	NLRP3 yeast inh	hIAP inh
CCOC(=O)/C=C/C(=O)Nc1cccc([N+](=O)[O-])c1	4	1.1	1.1	-3	40*	-5	2	-14

Following part.
SMILES | APOBEC3A inh | mIAP activ | MIN6 prolif | hIAP act | SENP1 inh | APOBEC3G inh | mIAP inh | NLRP3 yeast inh | hIAP inh
O=C(Nc1ccc(S(=O)(=O)N2CCCC2)cc1)c1ccc(Cl)nc1 | 1 | 0.99 | 4 | 1.1 | 0 | -8 | 0 | 15 | -5
CC(=O)c1ccc(NC(=O)C2CC2c2ccccc2)cc1 (configuration not stated) | 6 | 1 | 0 | 1.3 | 3 | 2 | -1 | 14 | -26
CC1CCN(C(=O)C2CCN(S(=O)(=O)c3cccc4nonc34)CC2)CC1 | -1 | 1 | -1 | 1.1 | 2 | -8 | 0 | 18 | -5
CCC(=O)Nc1c(OC(=O)CC)ccc2c(C)cc(=O)oc12 | -5 | 1.1 | 13* | 0.82 | -80 | -6 | -12 | -5 | 18
C/C(=N\NC(=O)Cc1c(C)[nH][nH]c1=O)c1ccc2ccccc2c1 | -3 | 0.95 | 0 | 1.3 | x | -7 | 5 | 0 | -30
C=CC[C@H](CC(=O)N(CCO)Cc1ccccc1)C(=O)NCCOC(=O)[C@@H](CC=C)Cc1ccc(F)cc1 | 7 | 1 | -2 | 1 | 3 | -2 | -4 | 14 | -1
CCOC(=O)C1=C(C)NC(=O)C(C#N)C1c1ccco1 (configuration not stated) | 1 | 1 | -2 | 1 | -1 | -2 | 0 | 18 | -2
CCOc1ccc(NC(=O)C2CC(=O)N3CCCN=C3S2)cc1 (configuration not stated) | -3 | 1 | -2 | 1.1 | -14 | -4 | -5 | 16 | -9
O=C(CCNC(=O)c1ccccc1Cl)NCCCSc1ccccc1 | -6 | 1.1 | 3 | 0.82 | 2 | -10 | -6 | 16 | 18
CN1CCN(C(c2ccccc2)c2ccc(Cl)cc2)CC1 (configuration not stated) | 3 | 0.95 | -7 | 1.1 | 2 | 4 | 4 | 30 | -9
FCCCOc1ccc(-c2nccc(-c3ccc(Br)cc3)n2)cc1 | -4 | 0.9 | 0 | 1.1 | 1 | -8 | 10 | 15 | -7
COCCN(C(=O)c1ccc(-c2ccc([N+](=O)[O-])cc2)o1)c1c(N)n(CC(C)C)c(=O)[nH]c1=O | 0 | 0.95 | 1 | 1 | -1 | -6 | 5 | 13 | -2
O=C(CSc1nnc(-c2cnccn2)n1Cc1ccco1)c1ccccc1 | 3 | 0.98 | 4 | 0.87 | 2 | 0 | 2 | -8 | 13
CC(C)c1ccc(C(O)P(=O)(OCc2ccccc2)c2ccc(N(C)C)cc2)cc1 (configuration not stated) | -5 | 1.1 | -4 | 1.1 | 1 | -4 | -9 | -69 | -6
COC(=O)c1c(NC(=O)COC(=O)c2ccc(Cl)nc2)sc(C)c1C | -2 | 0.94 | 2 | 1 | -1 | -5 | 6 | 17 | -1
CN(C)c1cccc(N(C)C)c1CNC(=O)NC(=O)c1c(F)cccc1F | -1 | 0.98 | 1 | 1.1 | 0 | -7 | 2 | -1 | -7

This is a subset; the hit share may differ from the screen's.
